Screening results: PubChem, several laboratories
EP2 mod = EP2 receptor modulators, cAMP readout, primary screen, cell-based, HTRF cAMP, PGE2 stimulation; Prostaglandin E2 receptor EP2 subtype (Homo sapiens), P43116; EP2-expressing cells, cAMP HTRF FRET, PGE2 co-stimulation; induction, % at 25 µM; 0.83% of 260,000 active;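 active = compounds whose cAMP rise, as percent of the full-agonist control response, exceeds 60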;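 note: rat C6 glioma line stably carrying human EP2 under a CMV promoter; the protocol text gives 20 µM as final concentration; 100% = response of wells given 1 µM PGE2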
Target sequence (P43116 whole entry, looked up): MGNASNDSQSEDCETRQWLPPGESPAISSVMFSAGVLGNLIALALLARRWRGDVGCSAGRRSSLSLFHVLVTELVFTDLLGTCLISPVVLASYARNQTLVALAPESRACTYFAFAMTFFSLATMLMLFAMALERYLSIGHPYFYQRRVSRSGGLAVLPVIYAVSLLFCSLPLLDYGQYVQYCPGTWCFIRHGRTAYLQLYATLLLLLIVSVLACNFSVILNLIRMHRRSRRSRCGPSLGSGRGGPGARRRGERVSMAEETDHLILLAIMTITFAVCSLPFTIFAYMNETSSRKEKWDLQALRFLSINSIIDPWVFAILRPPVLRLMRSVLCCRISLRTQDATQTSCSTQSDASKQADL
Runt-CBFb FRET = inhibitors of RUNX1 Runt–CBFb binding, primary screen, biochemical, FRET, Cerulean-Runt, Venus-CBFb, uHTS; Cerulean-Runt/Venus-CBFb FRET ratio 530/480, 1 h; inhibition, % at 20 µM; 0.46% of 220,000 active;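 active = inhibition over about 50% at 20 µM in the single-dose screen, limit read from the data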;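 note: 0% = DMSO wells and 100% = excess unlabeled CBFb competitor control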
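Measured by: fluorescence energy transfer, 422 nm excitation, 530/480 nm emission; test system: Cerulean-tagged RUNX1 Runt domain (FRET donor) fusion protein; buffer or medium: Tris pH 7.5 buffer with BSA; compound: one dose, 20 µM compound, 1% DMSO; times: two 1 h room-temperature incubations shielded from light; benchmarks: unlabeled CBFb 5 µM, positive control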
Runt-SMMHC FRET = inhibitors of RUNX1 Runt–CBFb-SMMHC binding, primary screen, biochemical, FRET, Cerulean-Runt, Venus-CBFb-SMMHC, uHTS. AID 1434, 2008. Runt-related transcription factor 1 (Homo sapiens) + Core-binding factor subunit beta …. 0.74% of 220,000 active. Cerulean-Runt/Venus-CBFb-SMMHC FRET ratio 530/480, 1 h. inhibition, % at 20 µM;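 active = mean inhibition across duplicate retests at 20 µM reaching about 50%, limit read from the data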;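 note: 0% = DMSO wells and 100% = wells with excess untagged CBFb-SMMHC; inhibitors lower the FRET ratio by blocking Runt binding to CBFb-SMMHC; some results filed as inactive read as strong as hits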
TNF necrop inh = inhibitors of TNF-alpha triggered necroptosis, primary screen, cell-based, Jurkat FADD-/-, single concentration; Jurkat FADD-/- TNF necroptosis rescue, ATP luminescence, 24 h; 0 = TNF only, 100 = no-TNF cells; activation (protection from cell death), % at 10 µM; 0.068% of 220,000 active;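 active = activation, meaning protection from cell death, of at least 50% relative to plate controls; inactive = activation below 50%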;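 note: necroptosis triggered by 40 ng/mL TNF-alpha added together with compound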
EP2 antag = human EP2 receptor antagonists, primary screen, TR-FRET cAMP, C6 glioma cells. Prostaglandin E2 receptor EP2 subtype (Homo sapiens), P43116. C6 glioma cells expressing human EP2; cells stimulated with saturating PGE2. inhibition, % at 25 µM. 0.52% of 260,000 active. AID 1422, 2008;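 active = percent inhibition above 40 after rounding to a whole number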;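 note: rat C6 glioma host cells with rolipram phosphodiesterase inhibitor present; the protocol text gives 20 µM as final concentration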
L929 necroptosis = inhibitors of zVAD-triggered necroptosis, primary screen, L929 cells; L929 zVAD necroptosis rescue, ATP luminescence, 24 h; with zVAD 60 µM; 0.38% of 220,000 active; viability rescue, % at 10 µM; AID 1377, 2008;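 active = activation, scaled between plate controls, above about 75%, limit read from the data; inactive = activation under that limit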;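 note: 0% = zVAD with DMSO and 100% = DMSO alone without zVAD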
PERK inh = block of dimerizer-induced PERK translation repression, primary screen, PERK inhibitor project, CHO PERK-DD cells, SEAP luminescence, HTS | AID 1416, 2008 | Eukaryotic translation initiation factor 2-alpha kinase 3 (Homo sapiens), Q9NZJ5 | CHO PERK-DD fusion, SEAP luminescence translation reporter | inhibition, % at 5.6 µM | 0.17% of 220,000 active;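 active = inhibition above the mean inhibition of all tested compounds plus 3 SD, set separately per screening campaign, cut at about 2.9% in these data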;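 note: PERK kinase domain activated by AP20187 dimerizer at 100 nM; 0% = DMSO with dimerizer and 100% = rapamycin at 8.4 µM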
RBBP9 inhibitor = human RBBP9 inhibitors, primary screen, biochemical, fluorescence polarization, FP-Rh probe, HTS; recombinant RBBP9; inhibition, % at 7.94 µM; 0.2% of 220,000 active;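 active = inhibition above the campaign mean of all tested compounds plus 3 SD, cut at about 14% in these data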;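 note: plate controls were DMSO wells with RBBP9 for no effect and wells lacking RBBP9 protein for full effect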
Target sequence (O75884 whole entry, looked up): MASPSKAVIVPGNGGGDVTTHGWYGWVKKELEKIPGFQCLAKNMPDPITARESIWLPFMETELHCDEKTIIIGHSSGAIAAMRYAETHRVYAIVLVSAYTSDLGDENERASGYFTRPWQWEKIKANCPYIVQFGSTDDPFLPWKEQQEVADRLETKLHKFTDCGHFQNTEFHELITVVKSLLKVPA
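Test system: recombinant human RBBP9. Quantity: 2.5 µM RBBP9 dispensing solution, before mixing. Detection: FP readout at 525/598 nm. Reagent: Serine-hydrolase probe FP-Rh, 375 nM pre-mixing. Measure: % inhibition. Control set: DMSO-treated enzyme wells and wells lacking RBBP9. Buffer or medium: Tris-NaCl-Pluronic buffer, pH 8.0. Times: preincubation 30 min plus labeling 45 min at 25 °C.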
Hck-Nef inh = inhibitors of Nef-activated human Hck kinase, primary screen, biochemical, Z-Lyte FRET, 384-well, Hck-YEEI | Tyrosine-protein kinase HCK (Homo sapiens), P08631 | Recombinant Hck-YEEI plus Nef, Z-Lyte FRET kinase assay | inhibition, % at 20 µM | 0.68% of 220,000 active | AID 463187, 2010;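 active = Hck-Nef kinase inhibition above about 50%, limit read from the data; inactive = inhibition below that limit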;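 note: 0% = DMSO with Hck plus Nef and 100% = Hck alone without Nef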
Target sequence (P08631 whole entry, looked up): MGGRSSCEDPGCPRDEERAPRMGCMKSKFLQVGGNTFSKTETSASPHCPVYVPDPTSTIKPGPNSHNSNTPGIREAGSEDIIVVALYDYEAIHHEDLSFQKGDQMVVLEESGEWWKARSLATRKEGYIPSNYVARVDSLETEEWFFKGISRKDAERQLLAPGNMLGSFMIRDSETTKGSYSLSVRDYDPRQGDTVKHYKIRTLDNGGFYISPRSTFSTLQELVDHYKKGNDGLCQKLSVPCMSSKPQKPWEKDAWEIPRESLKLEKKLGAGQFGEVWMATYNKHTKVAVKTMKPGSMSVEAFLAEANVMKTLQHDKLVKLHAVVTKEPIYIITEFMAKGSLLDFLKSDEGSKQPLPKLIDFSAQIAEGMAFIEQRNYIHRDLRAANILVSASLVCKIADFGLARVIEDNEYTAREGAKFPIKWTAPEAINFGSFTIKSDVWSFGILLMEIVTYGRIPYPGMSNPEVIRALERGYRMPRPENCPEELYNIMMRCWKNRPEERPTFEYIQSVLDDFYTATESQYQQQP
* hit, by the source's call; · = no result given; & = joins results of further samples. A portion of the library, so the mix of outcomes need not match the whole.

SMILES | EP2 mod | Runt-CBFb FRET | Runt-SMMHC FRET | TNF necrop inh | EP2 antag | L929 necroptosis | PERK inh | RBBP9 inhibitor | Hck-Nef inh
COC(=O)c1cc(=O)n(Cc2ccc(F)cc2)c(=NCc2ccc(F)cc2)s1 | 46 | · | -3 | 0.8 | 5 | 3.0 | 1.1 | -4 | -1
O=C(c1ccc(F)cc1)N(c1ccccn1)C1CCCCC1 | 29 | -1 | 1 | 0.6 | 1 | 1.1 | -0.6 | -4 | 18
O=C(CSCc1ccc(Cl)cc1Cl)Nc1nccs1 | 32 | -2 | 6 | 1.9 | 6 | · | 0.2 | -10 | -10
Cc1ccc2[nH]c(=O)c(C3C(C#N)=C(N)Oc4c3ccc3cccnc43)cc2c1 (stereo not given) | -7 | 7 | 5 | -7.4 | 6 | 0.4 | -0.5 | -1 | 0
Cc1cc(C)n2nc(CC#N)c(C#N)c2n1 | 22 | 1 | 0 | 0.3 | 6 | 0.4 | 0.2 | -9 | 21
COc1ccccc1Nc1nnc(SCC(=O)N2CCCC2=O)s1 | -1 | 0 | 3 | -3.5 | 6 | -0.4 | -0.5 | 6 | 2
O=C(Nc1ccccc1Cl)NC1(C(=O)NCCCN2CCOCC2)CCCCC1 | 14 | -1 | -1 | -0.1 | 14 | 1.0 | -0.3 | -5 | 0
COc1cc(C(=O)Nc2cccc(S(=O)(=O)N3CCCC3)c2)cc(OC)c1C | 24 | 3 | 0 | 4.6 | 12 | 1.6 | -2.9 | -16 | 13
Cc1cc(C)cc(OCc2nc3ncc(Br)cc3[nH]2)c1 | · | · | · | -4.3 | 8 | 1.3 | 0.6 | -2 | 30
CC(C)[C@@H]1NC(=O)c2cc([N+](=O)[O-])cc(I)c2NCCCC[C@@H](C(=O)NC(CC(=O)O)C(N)=O)NC(=O)[C@H](CO)NC1=O (stereo not given in full) | 29 | -1 | -2 | -0.1 | 9 | 5.6 | 0.5 | -8 | -3
CCN(CC)S(=O)(=O)c1cccc(NC(=O)/C=C/c2ccc([N+](=O)[O-])cc2)c1 | 13 | 0 | 2 | -1.9 | 3 | 0.8 | -0.2 | 2 | 2
Fc1ccc(Nc2nnns2)cc1 | -30 | 39 | -5 | 1.6 | 7 | 0.0 | 0.8 | -10 | 5
COc1ccc(C2=NOC(C(=O)Nc3cc(C)on3)C2)cc1 (stereo not given) | 1 | 1 | 2 | 2.2 | 10 | 1.6 | 0.3 | 5 | 1
COc1ccc(CNC(=O)C2COc3ccccc3O2)cc1 (stereo not given) | -32 | 1 | 0 | 0.7 | 12 | 0.1 | 0.4 | 9 | 6
Fc1ccc2[nH]c3c(N4CCSCC4)ncnc3c2c1 | -63 | 1 | 5 | -11 | 59* | 0.8 | -0.8 | -1 | 2
Cc1cccc(OCCCC(=O)NCc2ccco2)c1 | -47 | -1 | 1 | -1.0 | 3 | -0.1 | 1.4 | 4 | 3
CCSc1nc(C)c(C)c(=O)[nH]1 | -5 | -2 | 4 | 0.2 | 7 | -0.5 | 0.2 | -9 | 10
CC(=O)N(C)c1ccc(NC(=O)/C=C/c2ccccc2Cl)cc1 | -3 | 40 | -4 | -4.7 | 9 | 0.7 | -0.2 | -10 | 1
CCC(=O)Nc1ccc(NC(=O)c2ccco2)c(OC)c1 | 41 | 0 | 0 | -1.3 | · | 0.6 | 1.0 | -9 | 1
COc1nc2c(C)cccc2cc1-c1noc(-c2ccco2)n1 | 27 | -3 | -12 | -0.4 | 13 | 0.0 | 0.6 | -2 | 2
CCOC(=O)C1=C2SCC(=O)N2C(N)=C(C#N)C1 | 36 | 3 | 2 | -0.2 | 20 | 0.2 | 1.7 | 2 | 0
COC(=O)C1=C(C(=O)OC)[C@@H]2N(C)c3ccccc3[C@@]23C[C@@H](C(=O)OC)N(C(=O)COCc2ccccc2)C3=N1 | 41 | -4 | -2 | -2.7 | 12 | 0.5 | · | · | 24
Cc1ccccc1C(=O)N1CCC(C(=O)Nc2ccc3c(c2)OCO3)CC1 | -17 | -2 | -1 | 0.2 | 5 | 0.2 | 0.0 | 0 | 2
CCOC(=O)/C(C#N)=C\c1ccc(N2CCN(C)CC2)cc1 | 1 | 14 | 44 | 1.9 | 3 | 0.2 | 0.6 | -5 | 29
CC(=O)Nc1ccc(C(=O)CSc2nnnn2C2CCCC2)cc1 | -7 | 0 | 2 | 0.4 | 3 | 5.7 | -1.0 | -1 | 20

The list goes on:
SMILES | EP2 mod | Runt-CBFb FRET | Runt-SMMHC FRET | TNF necrop inh | EP2 antag | L929 necroptosis | PERK inh | RBBP9 inhibitor | Hck-Nef inh
CC(C)N(C(=O)/C=C/c1cccc([N+](=O)[O-])c1)C(C)C | -9 | 4 | -121 | -0.1 | 11 | 1.9 | 3.6* | -6 | 24
COc1ccc(Cn2nnnc2C(c2ccccc2)N2CCN(C3CCCC3)CC2)cc1 (stereo not given) | 21 | 0 | -3 | 2.1 | 9 | 3.3 | -0.2 | -3 | -2
N#Cc1cc(Oc2ccccc2)c(-n2nnc3ccccc32)cc1C#N | 32 | -5 | -1 | -1.1 | 12 | -0.4 | 1.4 | -1 | 14
O=C(CNC(=O)c1cccc(Br)c1)N/N=C/c1ccc[nH]1 | -6 | -10 | -13 | -10 | 5 | 2.3 | 0.9 | 3 | 13
CSc1nnc(C)c(=O)n1COC(=O)c1ccc(S(=O)(=O)N2CCCC2)cc1 | 3 | -1 | -7 | 0.1 | 9 | -0.2 | 0.6 | -5 | 1
O=C1NC2(CCCCC2)C(=O)N1c1ccccc1 | -2 | -1 | 4 | -1.3 | 9 | 0.9 | 0.4 | -5 | -5
Cc1cc(F)ccc1S(=O)(=O)N1CCCOC1CNC(=O)C(=O)NCCc1c[nH]c2ccccc12 (stereo not given) | -38 | -1 | -2 | -4.7 | 12 | 0.4 | -0.6 | 2 | 0
O=C(Cc1cccs1)NNC(=S)NC(=O)c1ccccc1 | -56&16 | 9 | -1 | -0.2 | 12&8 | 0.8 | 0.8 | -3 | 5
CCn1cc(C(=O)NCc2ccc3c(c2)OCO3)c2cc(OC)c(OC)cc2c1=O | 2 | -2 | -1 | 1.3 | 19 | 1.2 | 0.0 | -2 | 4
CSc1sc(C(=O)NC(=O)NCc2ccncc2)c(C)c1-c1ccon1 | -16 | 0 | 0 | -5.1 | 18 | 0.6 | -1.2 | -6 | -2
CCCC(=O)NC(=S)Nc1ccccc1C(=O)OC | 16 | 3 | -3 | -2.3 | 8 | -0.1 | 0.0 | -4 | 2
Cc1ccc(C(C)C)cc1C(=O)CC1(O)C(=O)N(C)c2ccccc21 (stereo not given) | 13 | -1 | 3 | -4.3 | 14 | 0.2 | -0.7 | -9 | 2
OC(COc1ccc(OCc2ccccc2)cc1)CN1CCCCC1 (stereo not given) | 8 | 0 | -3 | -0.9 | 15 | -0.7 | -1.1 | 2 | -20
O=C(NCCCn1ccnc1)C(=O)NCC(c1cccnc1)N1CCN(c2ccc(F)cc2)CC1 (stereo not given) | 12 | -1 | 2 | -0.4 | 11 | · | -0.1 | -6 | -2
COc1ccc(NC(=O)C2CCCN(S(=O)(=O)c3c(C)[nH]c(=O)[nH]c3=O)C2)cc1Cl (stereo not given) | -12 | 1 | 0 | 1.1 | 7 | 2.5 | -0.6 | -10 | -29
CCOC(=O)c1cc2oc(C)cc2n1CC(=O)OC1CCCCC1 | 26 | 6 | 0 | -0.7 | 13 | -0.2 | 0.4 | 4 | 0
COc1cc2c(cc1NC(=O)C1CCCO1)oc1ccccc12 (stereo not given) | 26 | 0 | -4 | 2.9 | 10 | 1.1 | -0.9 | -7 | 4
CC(C)(C)S(=O)(=O)/C(C#N)=N/Nc1ccc(S(N)(=O)=O)cc1 | 29 | 0 | -1 | 0.5 | -4 | 2.0 | 1.6 | -6 | -12
COc1ccccc1-n1c(-c2cccnc2)n[nH]c1=S | 21 | 8 | 6 | -1.0 | 1 | 0.2 | 0.2 | -9 | 1
CCCS(=O)(=O)N1CCCC(C(=O)NCCCN2CCCC2=O)C1 (stereo not given) | 28 | 2 | -3 | -2.7 | 9 | -0.4 | 1.1 | 9 | 0
Cc1cc(C)nc(/N=C(\N)Nc2cc([N+](=O)[O-])ccc2C)n1 | -14 | -1 | 1 | -0.7 | 11 | -0.1 | 0.3 | -6 | 0
O=C(C1=C[C@H](C2CC2)C[C@H](OCCCCO)O1)N1CCN(Cc2ccccc2)CC1 | 10 | 0 | -2 | 1.2 | 3 | -0.8 | 0.8 | 1 | -14
CCC1CCCCN1C(=O)N[C@@H](CCSC)C(=O)OC (stereo not given in full) | 18 | 0 | 0 | -0.3 | 21 | 1.2 | 0.2 | -6 | -1
O=C(CSc1nnc(CNC(=O)c2ccccc2F)o1)NCC1CCCO1 (stereo not given) | 7 | 2 | -1 | -0.4 | 8 | 0.3 | 0.4 | -3 | 2
O=C(O)c1ccc(CNC(=O)c2ccccc2NC(=O)c2ccc([N+](=O)[O-])cc2)cc1 | 9 | -1 | -1 | 0.9 | 5 | 1.0 | 0.9 | -6 | 18
COc1ccc(/C=N/NC(=O)c2nn(-c3ccc(Cl)cc3)c(=O)c3c(N)scc23)cc1 | -13 | 12 | -2 | -2.7 | 3 | -0.8 | 0.1 | 5 | -17
CN(C)n1cnc2ccsc2c1=O | 16 | -9 | 1 | 0.7 | 6 | 0.3 | 1.7 | -4 | 7

3 consecutive entries already listed, quoted:
SMILES | EP2 mod | Runt-CBFb FRET | Runt-SMMHC FRET | TNF necrop inh | EP2 antag | L929 necroptosis | PERK inh | RBBP9 inhibitor | Hck-Nef inh
O=C(O)c1ccc(CNC(=O)c2ccccc2NC(=O)c2ccc([N+](=O)[O-])cc2)cc1 | 9 | -1 | -1 | 0.9 | 5 | 1.0 | 0.9 | -6 | 18
COc1ccc(/C=N/NC(=O)c2nn(-c3ccc(Cl)cc3)c(=O)c3c(N)scc23)cc1 | -13 | 12 | -2 | -2.7 | 3 | -0.8 | 0.1 | 5 | -17
CN(C)n1cnc2ccsc2c1=O | 16 | -9 | 1 | 0.7 | 6 | 0.3 | 1.7 | -4 | 7
